# Source: PubChem BioAssay
# Vc quorum ag = induces V. cholerae light production without autoinducers; V. cholerae BH1578 lux reporter, luminescence, 6 h; 0.16% of 350,000 active; activation, % at 18.7 µM; in the data active = activation mostly above about 9.7%, no sharp cut-off; note: not every result past the cut was called active; inactives centre near 0; reference of the scale not given here
# MazEF act = increases E. coli MazEF RNase cleavage of RNA; P0AE70; FAM/BHQ RNA-DNA oligo cleavage fluorescence, 5 h; activation, % at 20 µM; 0.32% of 350,000 active; AID 504720; in the data active = activation above about 50%
# Target sequence (P0AE70 whole entry, looked up): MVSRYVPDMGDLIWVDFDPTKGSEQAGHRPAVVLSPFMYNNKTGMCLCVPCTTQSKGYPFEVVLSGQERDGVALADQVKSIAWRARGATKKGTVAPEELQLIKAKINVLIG
# Rv3671c protease = inhibits the M. tuberculosis serine protease Rv3671c | P9WHR9 | inhibition, % at 5.96 µM | 0.048% of 320,000 active | AID 2606; in the data active = inhibition above about 38%;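 note: extracellular domain of Rv3671c used as enzyme; 0% = enzyme with DMSO and 100% = no enzyme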
# Target sequence (P9WHR9 whole entry, looked up, the tested form may be a part): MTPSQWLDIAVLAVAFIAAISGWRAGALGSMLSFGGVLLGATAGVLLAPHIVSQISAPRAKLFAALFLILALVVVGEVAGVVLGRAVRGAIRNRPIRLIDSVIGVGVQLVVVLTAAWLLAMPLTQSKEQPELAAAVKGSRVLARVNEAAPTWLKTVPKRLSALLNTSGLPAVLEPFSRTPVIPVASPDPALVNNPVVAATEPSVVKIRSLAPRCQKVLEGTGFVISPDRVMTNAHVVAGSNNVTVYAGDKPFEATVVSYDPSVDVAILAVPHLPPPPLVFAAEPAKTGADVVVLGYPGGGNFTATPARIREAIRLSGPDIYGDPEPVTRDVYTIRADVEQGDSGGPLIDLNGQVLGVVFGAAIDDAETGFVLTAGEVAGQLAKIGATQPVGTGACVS
# TcdB GH inh = blocks C. difficile toxin B glycohydrolase activity; P18177; TcdB glycohydrolase enzymatic assay, plate reader; inhibition, % at 9.99 µM; 0.24% of 350,000 active; AID 652162; in the data active = inhibition above about 10%
# Anthrax LF inh2 = anthrax lethal factor protease inhibition; P15917; multiplex microsphere protease cleavage assay, LF; inhibition, % at 10 µM; 0.12% of 360,000 active; in the data active = inhibition above about 30%; note: plate controls were buffer without enzyme for full effect and enzyme alone for no effect
# SSB-PriA inh = inhibitors of Klebsiella pneumoniae PriA binding to SSB C-terminal tail | AlphaScreen SSBct-PriA binding, biotinylated peptide | inhibition, % at 33 µM | 0.6% of 430,000 active | AID 1272365; in the data active = inhibition mostly above about 37%, no sharp cut-off; inactive = mostly below about 20%;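 note: plate controls were negative control peptide for no effect and reference peptide for full effect; strong numbers were not always called active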
# Yp Topo-I inh = Y. pestis Topo-I inhibition via cleavage products; Y. pestis Topo-I cleavage product accumulation, plate reader; activity, % at 10 µM; 0.064% of 360,000 active; in the data active = activity above about 50%, passing the limit was not always enough; note: inactives centre near 2
# 3CLpro inhibitor = SARS-CoV 3CLpro protease inhibition; P0C6X7; recombinant SARS-CoV 3CLpro, quenched FRET peptide cleavage; inhibition, % at 6 µM; 0.14% of 290,000 active; AID 1706; in the data active = inhibition above about 12%
# PfHsp40 yeast = compounds rescuing yeast from Plasmodium falciparum HSP40 toxicity; S. cerevisiae expressing PfHsp40, growth rescue, ATP luminescence; growth rescue, % at 12.5 µM; 0.68% of 340,000 active; in the data active = growth rescue above about 28%, passing the limit was not always enough;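 note: yeast W303a lacking pdr1 and pdr3 grown in galactose medium; growth measured after three days at 30 °C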
# DUSP3 inh = blocks human VHR1 dual specificity phosphatase | P51452 | recombinant VHR phosphatase, pNPP absorbance | 0.52% of 290,000 active | inhibition, % at 13.3 µM; in the data active = inhibition above about 50%; note: some compounds called inactive have numbers as strong as hits
# Target sequence (P51452 whole entry, looked up): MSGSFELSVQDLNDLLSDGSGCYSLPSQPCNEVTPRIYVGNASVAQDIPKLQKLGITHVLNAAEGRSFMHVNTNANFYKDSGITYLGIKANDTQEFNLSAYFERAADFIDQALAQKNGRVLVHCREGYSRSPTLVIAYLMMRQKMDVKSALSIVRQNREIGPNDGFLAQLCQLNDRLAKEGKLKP
# Starred values were filed as active, the others as inactive; i = inactive; / = no result given. Not all compounds are listed; the hit share may differ from the screen's.
SMILES,Vc quorum ag,MazEF act,Rv3671c protease,TcdB GH inh,Anthrax LF inh2,SSB-PriA inh,Yp Topo-I inh,3CLpro inhibitor,PfHsp40 yeast,DUSP3 inh
Cc1ccccc1N1CCN(C(=O)c2ccccc2NC(=O)/C=C\C(=O)O)CC1,-0.4,-5,5,/,3,-2,-2,2,0.9,33
Cc1sc2nc(CSCC(=O)Nc3ccc(C(=O)N(C)C)cc3)[nH]c(=O)c2c1C,-2.0,6,1,0.6,/,9,3,/,0.3,/
Cc1cc(C)cc(NC(=O)C2CCCN(c3nccc(C)n3)C2)c1 (stereo not drawn),i,-21,6,1.1,-4,2,7,3,-0.1,13
O=C(Nc1ccc(Cl)c(Cl)c1)N1CC=CCC1,0.5,10,-6,/,-1,-3,-2,-3,1.0,-3
Nc1ccccc1SC/C=C/CSc1ccccc1N,i,-2,6,0.8,-5,-8,0,3,0.6,-10
CC(C)Sc1nc(N2CCCC2)c2c(c1C#N)CC(C)(C)OC2,-1.3,-12,-9,/,-2,-5,8,-5,0.6,10
S=C(NN=C1CCN(Cc2ccccc2)CC1)NC1CCCCC1,-0.3,0,6,1.2,1,8,22,-3,-1.1,10
CCN(N=Nc1cccc([N+](=O)[O-])c1)c1cccc([N+](=O)[O-])c1,i,7,3,/,-3,18,-9,-2,0.2,19
O=C(O)CCN=Cc1c(O)c2ccccc2oc1=O,-1.2,-6,-9,0.1,1,-3,-11,2,0.5,3
Cc1cc(C)cc(NC(=O)NNC(=O)c2cc3occc3[nH]2)c1,-2.2,10,-11,0.3,5,12,4,1,0.0,-4
O=C(NCCc1ccccc1)C(=O)NCC1OCCCN1S(=O)(=O)c1cc(F)ccc1F (stereo not drawn),-1.3,-3,-1,1.3,-1,-4,8,4,1.3,10
O=C(NCc1ccccc1)c1onc(CSc2ccc(Cl)cc2)c1C(=O)NCC1CC1,i,-10,-18,-0.4,-1,-27,20,/,1.7,/
Cc1ccc(C2=CC(C)(c3ccc(C)cc3)Nc3nc(C(F)(F)F)nn32)cc1 (stereo not drawn),-0.5,1,-10,0.5,1,15,8,-2,-0.4,1
COc1ccc(NC(=O)CSc2[nH]c(=O)cc(C)c2C#N)cc1OC,i,7,-8,-4.8,8,2,1,-12,-0.5,-5
CCOC(=O)C1=C(CSc2nc(-c3ccncc3)ccc2C#N)OC(N)=C(C#N)C1c1ccc(OC)cc1 (stereo not drawn),-0.8,-29,-20,/,-1,-4,10,0,-0.2,8
Cc1cccc(Oc2ncnc(N)c2[N+](=O)[O-])c1C,i,1,5,-0.2,0,-9,-6,6,-1.5,30
COc1ccc(O)c(C(=O)c2cnn(-c3ccccn3)c2)c1,-2.8,7,-2,0.2,-2,8,-11,-1,1.9,28
Cc1ccc(C)c(NC(=O)CCC(=O)N/N=C/c2ccc[nH]2)c1,i,11,4,/,-1,/,3,5,-0.4,28
CCOC(=O)C1=C(C)N(C)C(=O)NC1c1c(OC)ccc2ccccc12 (stereo not drawn),i,2,-9,0.6,-3,-10,23,1,0.3,-28
O=[N+]([O-])c1cccc(COc2ccccc2CN2CCOCC2)c1,-0.8,9,/,1.0,1,10,13,/,2.2,/
CN(C)CC1CCCCC1OC(=O)c1ccc(Cl)cc1Cl (stereo not drawn),i,7,1,0.2,-1,-3,-4,1,-0.7,18
CC(C)CSc1nc2ccccc2n1CC(=O)O,i,-3,-5,1.8,-2,-6,4,1,0.1,8
COc1ccc(C(C)=O)cc1COC(=O)c1cc2ccccc2cc1O,-0.1,17,-5,1.1,-8,-11,13,0,-0.2,22
NS(=O)(=O)c1ccc(CCNc2ccn3nc(-c4ccccc4)cc3n2)cc1,i,/,/,-0.7,-1,/,-16,/,/,/
C[C@H](NC(=O)Nc1ccccc1F)C(=O)O,i,-16,2,/,5,-9,-2,0,1.3,2

# Laid out differently: 2 of the compounds above
canonical_smiles | Vc quorum ag | MazEF act | Rv3671c protease | TcdB GH inh | Anthrax LF inh2 | SSB-PriA inh | Yp Topo-I inh | 3CLpro inhibitor | PfHsp40 yeast | DUSP3 inh
COc1ccc(C(C)=O)cc1COC(=O)c1cc2ccccc2cc1O | -0.1 | 17 | -5 | 1.1 | -8 | -11 | 13 | 0 | -0.2 | 22
NS(=O)(=O)c1ccc(CCNc2ccn3nc(-c4ccccc4)cc3n2)cc1 | i | / | / | -0.7 | -1 | / | -16 | / | / | /

# (next part)
SMILES,Vc quorum ag,MazEF act,Rv3671c protease,TcdB GH inh,Anthrax LF inh2,SSB-PriA inh,Yp Topo-I inh,3CLpro inhibitor,PfHsp40 yeast,DUSP3 inh
CCOC(=O)/C(C#N)=C1/C=CN(c2ccccc2)C=N1,i,2,-1,/,-2,-7,-1,3,0.1,28
CCc1n[nH]c2c1/C(=N\O)CC(C)(C)C2,i,1,2,/,0,/,7,7,-0.4,27
CCCCCn1c(=O)c(C(=O)OCC)c(Cl)c2ccccc21,i,7,1,1.2,10,-12,4,-3,-1.2,23
CC1=CS(=O)(=O)CC1Sc1ncn[nH]1 (stereo not drawn),-0.3,8,6,/,-6,-7,3,0,-0.1,4
Cc1cccc(-n2c(-c3ccncc3)n[nH]c2=S)c1C,0.2,-2,-1,0.6,-2,-8,-3,0,-1.7,15
CC(=O)NC(=S)Nc1ccc(NC(=O)c2cccnc2)cc1,-0.5,2,5,0.4,17,-9,-4,2,0.0,9
CN(C)c1nc(NCc2ccccc2)nc(SCC(=O)Nc2ccc(Cl)c(Cl)c2)n1,i,-5,-141,/,3,-12,24,3,-0.2,-12
Cc1ccc(N(CC(=O)NCc2ccc3c(c2)OCO3)S(=O)(=O)c2c(C)noc2C)cc1,-0.3,7,1,0.7,3,0,26,-4,-0.3,-16
CSc1ccc(S(=O)(=O)N2CCC(C(=O)Nc3ccc(C(N)=O)cc3)CC2)cc1,-0.4,-19,1,0.6,0,-8,6,0,0.1,19
COc1ccccc1-c1nc(-c2ccc(C)nc2OC)no1,/,3,-5,/,4,-18,-2,-3,0.8,-22
Cn1cc(P(=S)(N2CCOCC2)N2CCOCC2)cc1P(=S)(N1CCOCC1)N1CCOCC1,0.0,4,2,0.5,1,-5,5,3,-0.4,20
COc1ccc(NC(=S)N(CCCN2CCOCC2)Cc2ccccn2)cc1,0.4,-11,8,1.0,-4,-3,4,4,1.4,-8
O=C(CN1CCCCC1)Nc1nc(-c2ccc(F)c(F)c2)cs1,-0.3,-15,-22,0.0,5,1,-8,1,-1.3,14
CC1(C)Cc2nc3sc4c(N(CCO)CCO)nnnc4c3cc2CO1,-1.0,3,8,0.3,2,4,3,8,0.1,-2
COc1ccc(CN(CC(=O)NCC2CCCO2)C(=O)CNS(=O)(=O)c2ccccc2)cc1 (stereo not drawn),i,16,6,0.0,2,-11,3,-2,0.6,22
CC(Oc1ccc(Cl)cc1)C(=O)Nc1cccc(S(=O)(=O)N2CCOCC2)c1 (stereo not drawn),0.6,4,-3,1.1,0,-16,24,/,-0.5,/
Cc1nc2ccc(C(=O)OCc3nnc(-c4ccc(Br)cc4)o3)cc2nc1C,0.6,-18,-1,1.1,-6,-12,5,2,0.2,-7
COc1cc(C2/C(=C(\O)c3ccc4c(c3)OCCO4)C(=O)C(=O)N2Cc2ccccc2)ccc1O (stereo not drawn),-0.3,-1,7,0.6,-2,/,3,9,-0.4,6
COc1cc2c(cc1OC)C(c1c(Cl)cccc1Cl)NC(=O)C2 (stereo not drawn),-0.8,7,-1,-3.2,6,-16,10,-4,-1.0,35
Cc1cccc(C(=O)OCC(=O)Nc2c(C)nn(-c3ccccc3)c2C)c1O,-0.7,-2,5,2.4,3,-4,-15,/,/,/
CCOc1cc2oc(=O)c3c(c2cc1Cl)CCC3,i,9,1,/,-6,-2,-3,0,0.1,-28
CCCCNC(=O)C1(C)CCN1C(=O)c1ccc(OC)c(C(F)(F)F)c1 (stereo not drawn),10,/,/,2.1,-2,/,-8,/,/,/
CCC(=O)NCCc1nc2ccccc2n1Cc1ccccc1,i,-1,9,/,1,13,-2,4,0.9,9
COc1cc(OC)c(NC(=O)c2c(-c3ccccc3)noc2C)cc1Cl,i,-5,5,/,2,-5,-7,3,-1.4,22
O=S(=O)(NCCc1csc(-c2cccnc2)n1)c1ccc2c(c1)OCCO2,5.6,-1,-7,1.2,-2,-7,3,-2,1.1,19

# 11 entries already listed, arranged by length of the SMILES, smallest number first.
SMILES,Vc quorum ag,MazEF act,Rv3671c protease,TcdB GH inh,Anthrax LF inh2,SSB-PriA inh,Yp Topo-I inh,3CLpro inhibitor,PfHsp40 yeast,DUSP3 inh
CC1=CS(=O)(=O)CC1Sc1ncn[nH]1 (stereo not drawn),-0.3,8,6,/,-6,-7,3,0,-0.1,4
CCc1n[nH]c2c1/C(=N\O)CC(C)(C)C2,i,1,2,/,0,/,7,7,-0.4,27
COc1ccccc1-c1nc(-c2ccc(C)nc2OC)no1,/,3,-5,/,4,-18,-2,-3,0.8,-22
Cc1cccc(-n2c(-c3ccncc3)n[nH]c2=S)c1C,0.2,-2,-1,0.6,-2,-8,-3,0,-1.7,15
CC(=O)NC(=S)Nc1ccc(NC(=O)c2cccnc2)cc1,-0.5,2,5,0.4,17,-9,-4,2,0.0,9
CC1(C)Cc2nc3sc4c(N(CCO)CCO)nnnc4c3cc2CO1,-1.0,3,8,0.3,2,4,3,8,0.1,-2
COc1cc(OC)c(NC(=O)c2c(-c3ccccc3)noc2C)cc1Cl,i,-5,5,/,2,-5,-7,3,-1.4,22
O=S(=O)(NCCc1csc(-c2cccnc2)n1)c1ccc2c(c1)OCCO2,5.6,-1,-7,1.2,-2,-7,3,-2,1.1,19
Cc1nc2ccc(C(=O)OCc3nnc(-c4ccc(Br)cc4)o3)cc2nc1C,0.6,-18,-1,1.1,-6,-12,5,2,0.2,-7
CC(Oc1ccc(Cl)cc1)C(=O)Nc1cccc(S(=O)(=O)N2CCOCC2)c1 (stereo not drawn),0.6,4,-3,1.1,0,-16,24,/,-0.5,/
CSc1ccc(S(=O)(=O)N2CCC(C(=O)Nc3ccc(C(N)=O)cc3)CC2)cc1,-0.4,-19,1,0.6,0,-8,6,0,0.1,19

# Carrying on:
SMILES,Vc quorum ag,MazEF act,Rv3671c protease,TcdB GH inh,Anthrax LF inh2,SSB-PriA inh,Yp Topo-I inh,3CLpro inhibitor,PfHsp40 yeast,DUSP3 inh
Cc1cc(NC(=O)C2CCN(S(=O)(=O)Cc3ccccc3)CC2)ccc1-n1cnnn1,-0.3,-11,3,/,1,2,-10,0,0.5,0
CC(C)(C)CC(=O)Nc1nnc(-c2cccs2)s1,-2.0,4,6,/,-1,-1,-3,2,2.6,-13
COc1ccc(C2C(C(C)=O)=C(O)C(=O)N2c2ccccn2)cc1 (stereo not drawn),i,3,-6,1.2,-4,-8,-4,-2,-0.5,-1
CC1(C(=O)NS(=O)(=O)c2ccccc2Cl)CCN1C(=O)CCc1ccc(Cl)cc1Cl (stereo not drawn),-0.4,/,/,-1.6,0,/,5,/,/,/
O=c1[nH]c(CSc2nnc(NCCCN3CCOCC3)s2)nc2cc(Cl)ccc12,i,-3,0,-0.8,-4,-11,7,8,-0.9,12
COc1ccc(-c2ccc3c(c2)C2CC3CCN2S(=O)(=O)c2ccccc2C)cc1 (stereo not drawn),-0.2,-17,/,0.6,-5,-4,2,/,1.0,/
